PriA SSB inh: K. pneumoniae PriA-SSBct interaction inhibition; AlphaScreen SSBct-PriA binding, biotinylated peptide; inhibition, % at 33 µM; hit rate 0.6% among 430,000; AID 1272365; in the data active = inhibition mostly above about 37%, no sharp cut-off; inactive = mostly below about 20%;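 also: plate controls were negative control peptide for no effect and reference peptide for full effect; strong numbers were not always called active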
Active calls of the source: *; & = joins results of further samples. Not all compounds are listed. The share of hits here may be higher or lower than overall.

no.	canonical_smiles	PriA SSB inh
1	COc1ccc(C)cc1NC(=O)Cc1csc(Nc2ccc(F)cc2)n1	0.0&21.0
2	COc1ccc(N2CCN(C(=O)c3ccc(=O)n(C)n3)CC2)cc1	3.0
3	Cn1nc(-c2ccc(F)cc2)cc1C(=O)NCCn1ccc(-c2cccs2)n1	-12.0
4	O=C(Cc1ccc2c(c1)OCO2)Nc1onc2c1CCC2	-10.0
5	CC1(C)CC(=O)c2sc(NC(=O)CCCSc3ccc(F)cc3)nc2C1	-6.0
6	CCc1ccccc1NC(=O)CN(C)c1nc2c(Cl)cccc2s1	-16.0
7	CCOC(=O)c1sc(-c2ccccc2)cc1NC(=O)c1ccnn1C	-14.0&-5.0
8	Cc1ccccc1C=Nn1c(COc2ccccc2)n[nH]c1=S	-12.9
9	Cc1cc(C=Nn2cnnc2)c(C)n1-c1cc(Cl)ccc1Cl	14.3
10	O=C(NCCOc1ccccc1)NCC[C@H]1CCCCN1S(=O)(=O)c1cccs1	4.0
11	Cc1cc(C)nc(N/N=C\c2cccs2)n1	-19.0
12	COc1ccc(NC(=S)NC(=NS(=O)(=O)c2ccc(C)cc2)c2ccccc2)cc1	5.3

A draw from above in order of molar mass, lowest first.
no.	canonical_smiles	PriA SSB inh
7	CCOC(=O)c1sc(-c2ccccc2)cc1NC(=O)c1ccnn1C	-14.0&-5.0
1	COc1ccc(C)cc1NC(=O)Cc1csc(Nc2ccc(F)cc2)n1	0.0&21.0
12	COc1ccc(NC(=S)NC(=NS(=O)(=O)c2ccc(C)cc2)c2ccccc2)cc1	5.3

More structures:
no.	canonical_smiles	PriA SSB inh
13	COc1ccc(Nc2nc(NCc3ccco3)nc(NN=Cc3ccccc3Cl)n2)cc1	19.6
14	COc1ccc(-c2nc(C#N)c(N3CCCCC3)o2)cc1OC	59.2*
15	CSc1ccccc1CN1CCC(CNC(=O)c2ccc3nsnc3c2)CC1	-14.0
16	O=C(NC(c1ccccc1)c1ccccc1)N1CCc2ncncc2C1	8.0
17	CN(C)c1nccnc1OC1CCCN(C(=O)Cn2ncccc2=O)C1 (stereo not given)	-29.0
18	COc1ccc(CCNC(=O)c2ccc3c(=O)nc4c(-c5ccccc5)n[nH]n4c3c2)cc1OC	-8.0
19	O=C(c1ccc(OC(F)(F)F)cc1)N1CCC(Oc2ncccc2Br)CC1	-33.0
20	Cn1c(=O)oc2ccc(S(=O)(=O)N3CC(N4C(=O)C5CC=CCC5C4=O)C3)cc21 (stereo not given)	-8.0
21	Cn1cc(C(=O)NCC2CCN(C(=O)c3cccnc3)CC2)nn1	6.0
22	COc1ccc(CCC(=O)N2CC(n3cc(-c4ccccc4)nn3)C2)cc1Br	-24.0
23	COc1ccccc1NC(=O)NCC1CCN(c2ccncc2)CC1	-2.0
24	COc1ccc(CCNC(=O)C(=O)Nc2ccc(C)cc2C)cc1	-16.0
25	CC(C)(C)C1CCc2c(sc3nc(CCC(=O)NCc4ccccn4)[nH]c(=O)c23)C1 (stereo not given)	0.0
26	O=C(NCC(Cc1cccc(F)c1)N1CCNC1=O)c1ccccc1F (stereo not given)	2.0
27	O=C(CCc1ccccc1)NCC1CCN(c2ccncc2)CC1	-2.0
28	Cc1ccc2nc(-c3ccc(OCC(=O)N=Nc4c(O)[nH]c5ccccc45)cc3)cc(-c3ccccc3)c2c1	3.0
29	Cc1ccc(-c2noc(-c3cccn(CC(=O)NC4CCCCC4)c3=O)n2)cc1	-13.0
30	COCCn1c(-c2nc(C(=O)NC[C@H]3CCCO3)cs2)cc2ccccc21	-7.0
31	Cc1ccc(-n2ncc3c(C4CC4)nn(CC(=O)N4CCC(C)CC4)c(=O)c32)cc1C	-1.0
32	Cc1csc(C(=O)N2Cc3cncnc3C2)c1	-15.0
33	O=C(Nc1ccc(SCc2ccncc2)nn1)c1cccc(F)c1	5.0
34	CN(C)CCNC(=O)C(=O)Nc1ccccc1C#N	-6.0
35	COc1cccc(CNC(=O)CSc2ncc(-c3ccc(F)cc3)o2)c1OC	-5.0
36	FC(F)(F)c1cc(-c2cccs2)nc(-n2cncn2)n1	-14.0
37	Cc1cc(C)n(CC(=O)N2CCN(c3ccccc3F)CC2)c(=O)c1C#N	-6.0
38	CC(C)(C)OC(=O)C[C@@H]1C/C=C/C[C@H](CC(=O)NCCO)C(=O)N2CCC[C@@H]2COC1=O	-3.2
39	COc1ccc(OC)c(-c2cc(C(=O)NCC3CCN(S(C)(=O)=O)CC3)n(C)n2)c1	-9.0
40	O=C(Cc1cccc2ccccc12)Nc1ccc2c(c1)C(=O)NCCO2	-3.0
41	O=C(NC1CCN(c2cc(C(F)(F)F)ncn2)CC1)c1n[nH]c2ccccc12	1.0
42	Cc1cccc(C)c1-n1c(C)cc(C=NNC(N)=S)c1C	46.3
43	COc1ccc(CCC(=O)O)cc1OCc1ccccc1	-10.0
44	C/C=C/c1ccc(OCCn2cnc3ccccc32)c(OC)c1	11.0
45	O=C(NCc1cc(-c2ccc3c(c2)OCO3)on1)c1ccccc1S(=O)(=O)C(F)F	-13.0
46	Fc1ccc2cccnc2c1F	27.1
47	COc1ccc(C(=O)c2cnc3ccccc3c2N2CCN(c3ccccc3F)CC2)cc1	-2.0
48	CC[C@@H](C(=O)N(CCc1cccs1)Cc1ccoc1)c1ccccc1	-3.0
49	O=C1/C(=C/c2cccc(F)c2)Oc2c1ccc1c2CN(C2CC2)CO1	6.0
50	CC(=O)Nc1ccc(N=Cc2ccc(OC(=O)c3ccccc3OC(C)=O)cc2)cc1	-14.0
51	O=C(NCCn1cnc2ccsc2c1=O)c1cc(C2CC2)on1	38.0*
52	O=C(Cc1cccs1)NCC1CN(c2ccccc2)C(=O)O1 (stereo not given)	8.0
53	O=C(c1cc(Br)cs1)N(Cc1ccsc1)Cc1ccco1	-6.0
54	O=S(=O)(N=C(Nc1cc(N2CCOCC2)ncn1)c1ccccc1)c1ccccc1	-14.5
55	CCCn1c(=NC(=O)c2ccc(S(=O)(=O)N3CCc4ccccc4C3)cc2)sc2ccc(OC)cc21	-20.0
56	O=C(NCC1CCN(S(=O)(=O)C2CC2)CC1)c1ccc(-c2ccsc2)cc1	-6.0
57	Oc1ccc(-c2ccccc2)cc1Br	-26.0
58	O=C(c1ccc(Cl)cc1)N1CCN(CC(F)(F)F)CC1	-7.0
59	COC(=O)c1ccc2nc(NC(=O)[C@@H]3COc4ccccc4O3)sc2c1	-12.0
60	CCCCc1nnc(-c2cc3ccccc3n2CC(=O)NCc2ccccc2Cl)o1	-5.0
61	CC(=O)N1CCc2c(sc(NC(=O)CCCSc3ccccc3)c2C(N)=O)C1	2.0
62	Cc1ccc(Cl)c2sc(N)nc12	-17.0&3.0
63	Cc1noc(C)c1CC(=O)N1CC[C@H](Oc2nccnc2C#N)C1	-12.0
64	COc1ccc(/C=C2\SC(=N)NC2=O)cc1Cl	4.7
65	COc1ccc2ccccc2c1C=NNC(=O)c1nnn(-c2nonc2N)c1CN(C)C	-8.2
66	COC(=O)Cn1c(=NC(=O)c2ccccc2I)sc2cc([N+](=O)[O-])ccc21	1.0
67	O=C(Nc1ccc2c(c1)OCO2)N1CCC(Oc2ccc(C(F)(F)F)cn2)CC1	20.0
68	CCNC(=O)CC(C)=NNC(=O)C12CC3CC(CC(C3)C1)C2	-12.2
69	COc1ccc2nc(-c3ccc(NC(=O)Cc4ccc(F)cc4)cc3)cn2n1	-12.0
70	Cc1cc(NC(=O)CCCn2nc(-c3ccco3)ccc2=O)on1	-2.0
71	Cc1nc(N2C(=O)C(=O)C(=C(O)c3ccc(F)cc3)C2c2ccco2)sc1C (stereo not given)	6.0
72	COc1ccccc1CNC(=O)C(=O)Nc1cccc(N2CCCCC2=O)c1	10.0

Next entries follow.
no.	canonical_smiles	PriA SSB inh
73	COc1ccc(OCCNC(=O)N2CCN(c3ccccc3)CC2)cc1	-20.0
74	COc1ccc(-c2noc(-c3cc(-c4ccc(Cl)cc4)n[nH]3)n2)cc1	-8.0
75	N#CC(C#N)=C(/C=C/c1ccccc1)C1CC1	-5.0
76	Cc1ccc(NC(=O)c2cc(-c3cccc([N+](=O)[O-])c3)oc2C)cc1	7.0
77	CSC1CC2CCC(C1)N2S(=O)(=O)c1cccnc1 (stereo not given)	-1.0
78	CCOc1cccc(CNC(=O)c2sc(-n3cccc3)nc2C(C)C)c1	-9.0
79	O=S(=O)(Cc1ccccc1)NCCNc1ccc(-n2cccc2)nn1	4.0
80	O=C(CCCCn1c(=O)[nH]c2ccccc2c1=O)N1CCN(Cc2ccc3c(c2)OCO3)CC1	0.0
81	COc1ccc(Cl)cc1NC(=O)c1cc(=O)c(OC)cn1C	-10.0&-6.0
82	O=C(NCC[C@H](O)C1CC1)C(=O)Nc1ccc(F)cc1F	-6.0
83	O=C(CC1CCCCN1S(=O)(=O)c1ccc(Cl)cc1)Nc1ccc2c(c1)OCCO2 (stereo not given)	0.0
84	CCCn1c(=O)c2cc(Cl)ccc2n2c(SCC(=O)NCc3ccco3)nnc12	-10.0
85	CN(C)C(CNC(=O)C(=O)NCc1cccs1)c1ccco1 (stereo not given)	-6.0
86	CC(=NNC(=O)c1nnn(-c2nonc2N)c1CN(C)c1ccccc1)c1cccnc1	-9.2
87	Cn1c(=O)c2c(-c3cccc4ccccc34)c(NCc3ccccc3)oc2n(C)c1=O	5.0
88	CCOc1ccc(C2C(C(=O)Nc3ccccc3)=C(C)N=c3sc(=Cc4cccc(OCC(=O)O)c4)c(=O)n32)cc1 (stereo not given)	-7.1
89	CCS(=O)(=O)Nc1ccc(C2=NN(S(C)(=O)=O)[C@H](c3c(F)cccc3Cl)C2)cc1	-6.0
90	Cc1nc(N2CCCC2)nc(C)c1NS(C)(=O)=O	3.0
91	CCCN1CCN(S(=O)(=O)c2[nH]ncc2C(=O)OCC)CC1	-14.0
92	CCN(CC)CCN1C(=O)C(=O)C(=C(O)c2ccc(S(=O)(=O)N3CCOCC3)cc2)C1c1ccc(C)cc1 (stereo not given)	-1.7
93	C1NCC12COC2	5.0
94	O=C(NCCc1ccccc1)c1nnc(-c2ccccc2)o1	-6.0
95	COC(=O)CS[C@H]1CCN(C(=O)c2cncc(Br)c2)C1	3.0
96	COC(=O)c1ccccc1NC(=O)c1nnn(-c2ccccc2)c1-c1ccco1	-3.0
97	Cc1cc(C(=O)NN=C2CCCC(C)C2)n[nH]1 (stereo not given)	-10.0
98	Cc1nnc(NC(=O)CSc2ncnc3c2cnn3-c2ccc(F)cc2)s1	0.0
99	COc1cc(/C=N\n2cnnc2)ccc1OC(=O)c1ccco1	5.0
100	O=C(CSc1ccc2ccccc2n1)NN=Cc1ccccc1O	-0.5
101	O=C(NN=Cc1cn(Cc2cccc(F)c2)c2ccccc12)c1cc(O)cc(O)c1	30.1
102	Cc1cc(C)c(S(=O)(=O)Nc2ccc3c(c2)CCCN3S(=O)(=O)c2cccs2)c(C)c1	4.0
103	Cc1cc(C)n(CCC(=O)NN=Cc2c(O)ccc3ccccc23)n1	-1.1
104	O=C(c1cccc(C(F)(F)F)c1)N1CCN(Cc2csc(-c3ccccc3)n2)CC1	-15.0
105	Cc1cc(C(=O)NN=Cc2ccncc2)c2ccccc2n1	-12.4
106	O=C(Nc1cccc(Br)c1)c1ccc(Br)cc1F	-29.0
107	COc1ccccc1CNC(=O)C(=O)NCC1CCN(C(=O)c2ccoc2)CC1	-14.0
108	O=C(CNC(=O)c1ccccc1C(F)(F)F)NN=Cc1cccs1	1.4
109	O=S(=O)(Nc1ccccc1F)c1c(Cl)cccc1Cl	-9.0
110	O=C1c2cccc3cccc(c23)C(=O)N1CC1CCN(S(=O)(=O)/C=C/c2ccccc2)CC1	0.0
111	Cc1cccc(CCC(=O)NC2CCC(Oc3cnccn3)CC2)c1 (stereo not given)	-10.0
112	O=C(Nc1cccc(Cl)c1)N(CC(F)(F)F)C1CCOCC1	-14.0
113	Cc1csc(NC(=O)CN2CCN(Cc3nc(-c4cccs4)cs3)CC2)n1	14.0
114	CC1Oc2ccccc2C=C1/C=C/C(=O)O (stereo not given)	-13.0
115	CO[C@@H](CNC(=O)C1CCCC1)c1cccc(F)c1	-9.0
116	O=C(Nc1ccc(F)c(F)c1)C(=O)Nc1ccc2c(c1)OCO2	10.0
117	CCOc1ccc(NC(=O)CSc2nc3c(-c4ccccc4)c[nH]c3c(=O)[nH]2)cc1	-13.0
118	CCOc1ccc2nc(N(Cc3ccccn3)C(=O)c3cccc([N+](=O)[O-])c3)sc2c1	1.0
119	C=CCn1c(SCC(=O)N2CCC(C)CC2)nc2sc(-c3ccccc3)cc2c1=O	-2.0
120	COC(=O)N1CCC(CNC(=O)C(=O)Nc2ccc(OC(F)(F)F)cc2)CC1	0.0
121	COc1cccc(NC(=O)NCCNC(=O)c2ccc(NC(=O)C3CC3)cc2)c1OC	-3.0&7.0
122	CNC(=O)CCn1cnc2c([nH]c3ccc(C)cc32)c1=O	-15.0
123	O=c1c2ccccc2c2ccccc2c(=O)n1Cc1ccccc1	-20.0
124	Cc1cc(C(F)(F)F)nc(CCNC(=O)c2ccc(S(=O)(=O)N3CCCC3)cc2)n1	3.0
125	Cc1ccc(C)c2sc(OC3CCN(C(=O)Cn4cnc5c4c(=O)n(C)c(=O)n5C)CC3)nc12	2.0
126	CSCCC(C(=O)O)N1C(=O)/C(=C/c2ccc[nH]2)SC1=S (stereo not given)	7.0
127	O=S(=O)(N=C(c1ccc(F)cc1)N1CCCCC1)c1ccc(Cl)cc1	-0.7
128	O=C(CCc1csc(NC(=O)Nc2ccccc2)n1)NCc1ccccn1	-12.0
129	OCCN1CCN(Cc2ccc(O)c3ncccc23)CC1	115.0*
130	N#Cc1cccc(C(=O)N2CCCC[C@H](c3ccc(F)cc3)C2)c1	-4.0
131	COc1cccc(NC(=O)N2CCC(Oc3ncccc3Br)CC2)c1OC	-10.0
132	O=C(c1ccc(Br)o1)N1CCOCC1	-7.0

Additional structures follow:
no.	canonical_smiles	PriA SSB inh
133	CC(=NNC(=O)c1ccc(CSc2nc(C)cc(C)n2)cc1)c1ccco1	5.7
134	CC(=NNS(=O)(=O)c1ccccc1)c1ccccc1	-15.0
135	O=S(=O)(NCc1ccsc1)c1ccc(Cl)cc1	-10.0
136	O=S(=O)(NCc1cccc(-c2nccs2)c1)c1cccs1	-12.0

Fetched one by one from the entries so far (2):
no.	canonical_smiles	PriA SSB inh
134	CC(=NNS(=O)(=O)c1ccccc1)c1ccccc1	-15.0
136	O=S(=O)(NCc1cccc(-c2nccs2)c1)c1cccs1	-12.0

From PubChem
